TDP1 cell noCPT: qHTS for Inhibitors of human tyrosyl-DNA phosphodiesterase 1 (TDP1): qHTS in cells in absence of CPT. DT40 Tdp1-/- hTDP1 cells, no CPT, ATP luminescence, 48 h. 420,000 tested, 15% active. Potency, µM (highest dose often 46.2 µM), for the others: at the top dose activity change, negative = growth inhibition, actives largely listed as inhibitors; note: nearly all actives have a fitted effect of over 55% in size
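Luminescent ATP content (CellTiter-Glo) served as the growth readout. Knockout chicken DT40 cells expressing human TDP1 were exposed to compounds without camptothecin for a minimum 48 hr at 37 °C.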
N370S GC: N370S glucocerebrosidase modulation, Gaucher chaperone candidate. 330,000 tested, 0.092% active. N370S GC spleen homogenate, 4MU-glucoside fluorescence. Potency, µM (doses to about 59.4 µM), without a hit: top-dose activity change, negative = inhibition, usual class: inhibitors. P04062. AID 2101;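 note: 0% = full enzyme activity and -100% = no enzyme basal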
TDP1 inh: TDP1 (human) enzyme inhibition. recombinant TDP1, AlphaScreen DNA substrate cleavage. AID 485290. Potency, µM (doses to about 130 µM), inactives show top-dose activity change, negative = inhibition, most hits filed as inhibitors. 350,000 tested, 0.28% active. Q9NUW8; note: nearly all actives have a fitted effect of over 40% in size
Target sequence (Q9NUW8 whole entry, looked up): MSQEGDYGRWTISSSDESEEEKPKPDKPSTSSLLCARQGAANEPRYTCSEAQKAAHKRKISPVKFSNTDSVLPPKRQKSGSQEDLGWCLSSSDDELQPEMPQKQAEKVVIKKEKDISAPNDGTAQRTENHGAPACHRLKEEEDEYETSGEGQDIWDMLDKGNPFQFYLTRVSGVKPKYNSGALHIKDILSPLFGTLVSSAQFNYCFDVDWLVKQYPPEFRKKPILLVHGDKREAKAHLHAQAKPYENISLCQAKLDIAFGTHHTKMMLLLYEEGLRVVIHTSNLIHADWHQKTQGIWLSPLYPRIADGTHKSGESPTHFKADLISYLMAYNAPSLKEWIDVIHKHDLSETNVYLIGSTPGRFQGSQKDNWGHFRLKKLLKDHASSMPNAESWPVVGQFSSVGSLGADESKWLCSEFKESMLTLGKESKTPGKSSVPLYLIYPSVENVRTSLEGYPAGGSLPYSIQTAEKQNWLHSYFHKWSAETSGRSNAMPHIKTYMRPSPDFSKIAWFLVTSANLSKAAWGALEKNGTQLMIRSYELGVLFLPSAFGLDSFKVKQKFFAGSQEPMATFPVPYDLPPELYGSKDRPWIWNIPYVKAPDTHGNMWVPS
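Steps: enzyme plus compound, 15 min RT; add biotin/phosphotyrosine-FITC oligonucleotide (15 nM final), react 5 min; add donor/acceptor beads (10 ug/ml final), 10 min; read AlphaScreen. Tdp1 at 1 nM final.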
An asterisk follows results filed as active; ? = inconclusive; . = no result given; & = joins results of further samples; [ ] = remark or other dose. Calls come from the whole dose curve; as a rule, active = well fitted curve in the direction sought with a large enough effect; inconclusive = small, poorly fitted or top-dose-only effect, or another doubt; inactive = no such curve, though single readings can be large; an effect the other way counts as inactive or inconclusive. Unless noted, % is set by controls: 0 for no effect and ±100 for the full control effect; potency is the fitted concentration of half-maximal effect. A portion of the library. The share of hits here may be higher or lower than overall.

Structure	TDP1 cell noCPT	N370S GC	TDP1 inh
COc1nn(-c2nc(-c3ccccc3)cc(C(F)(F)F)n2)cc1[N+](=O)[O-]	-8%	-8%	1%
COc1ccc(CN(C)C(=O)c2ccccc2OCc2c(C)noc2C)cc1OC	?	.	1%
O=C(NCCN=C1NS(=O)(=O)c2ccccc21)c1ccc2nccnc2c1	-8%	3%	-4%
CCc1n[nH]c(=S)n1/N=C/c1ccc(N(C)c2ccccc2)cc1	?	9%	9%
O=C(CN1CCN(c2ccc(O)cc2)CC1)Nc1ccc(SC(F)F)cc1	?	-17%	6%
C=CCOC(=O)C1=C(C)NC(=S)C(C#N)(CC=C)C1c1ccccc1Cl (stereo not given)	?	-10%	8%
CCCC(c1nnnn1CCc1ccccc1)N1CCN(C(=O)c2ccco2)CC1 (stereo not given)	-6%	-8%	2%
CSc1nc2cc(S(=O)(=O)N3CCCCC3)ccc2s1	23µM*	-1%	1%
CC(C)(C)c1ccc(O)c(N=Cc2cc(Br)ccc2O)c1	26µM*	-12%	-5%
O=C(c1ccc(F)cc1F)N1CCC(c2nc(-c3ccc(S(=O)(=O)N4CCCC4)cc3)no2)CC1	-25%	.	-2%
CN(C)c1ccc(CNC(=O)Cc2ccc(NC(=O)N3CCCCc4ccccc43)cc2)cc1	21µM*	.	10%
CC1(C)CC(=O)C(CC2=C(O)CC(C)(C)CC2=O)=C(O)C1	7%	4%	6%
COc1cccc(OCC(=O)NNC(=O)C(=O)Nc2ccc(OC)cc2OC)c1	-18%	-17%	5%
Cc1cc(OCC(=O)Nc2ccc(S(=O)(=O)NC3=NCCCCC3)cc2)c(C(C)C)cc1Cl	?	-1%	4%
COC(CNC(=O)CCc1c(C)nc2c(c(C)nn2-c2ccc(C)cc2)c1C)OC	?	-12%	.
O=C(CSc1nccc(=O)[nH]1)N1CCc2ccccc2C1	2%	6%	-6%
COc1ccccc1NS(=O)(=O)c1ccc2[nH]c(=S)oc2c1	-10%	.	4%
Cc1cc(C(=O)Nc2cccc(S(=O)(=O)N3CCCCC3)c2)c2ccccc2n1	?	-1%	8%
O=C(CC1C(=O)NCCN1Cc1cccc(F)c1F)NC1CCCCCC1 (stereo not given)	0%	-17%	3%
Cc1ccc(C2Oc3ccccc3C3=C2C(c2cccs2)n2ncnc2N3)cc1 (stereo not given)	?	8%	9%
CCOC(=O)c1c(NC(=O)/C=C/c2ccc(OC)cc2)sc2c1CCC(C)C2 (stereo not given)	-5%	.	-3%[12.3 µM]
CCN(CC(=O)Nc1ccc2c(c1)OCO2)S(=O)(=O)c1ccccc1	1%	0%	9%
CCCNC(=O)C(Cc1ccccc1)NC(=O)c1ccccn1 (stereo not given)	-20%	.	0%
O=C(NCc1ccccn1)c1ccc([N+](=O)[O-])cc1	-26%	-4%	4%
CCCCCCC1CC(CCc2nc(=S)[nH][nH]2)C(=O)O1 (stereo not given)	?	-3%	8%
COC(=O)c1ccccc1S(=O)(=O)NC(=O)c1ccccc1	-22%	4%	-1%[56.1 µM]
CCOc1ccc(-c2cc(NC(=O)c3c(F)cccc3F)c(C(=O)O)s2)cc1	21µM*	-1%	.
C/C(=N\NC(=O)C1CC1)c1ccccc1O	-22%	-9%	3%
COc1cccc(-c2cc(C(=O)Nc3cccnc3Cl)no2)c1	-5%&-2%	-2%	5%&-3%
COc1cccc(-c2cc(NCc3cccs3)ncn2)c1	?	8%	-3%

Looked up one by one from above:
Structure	TDP1 cell noCPT	N370S GC	TDP1 inh
C=CCOC(=O)C1=C(C)NC(=S)C(C#N)(CC=C)C1c1ccccc1Cl (stereo not given)	?	-10%	8%
Cc1cc(OCC(=O)Nc2ccc(S(=O)(=O)NC3=NCCCCC3)cc2)c(C(C)C)cc1Cl	?	-1%	4%
COc1ccc(CN(C)C(=O)c2ccccc2OCc2c(C)noc2C)cc1OC	?	.	1%

(cont.)
Structure	TDP1 cell noCPT	N370S GC	TDP1 inh
CSc1sc(-c2n[nH]c(=S)n2C)c2c1C=CCC2	?	-1%	6%
COc1ccc(N2C(=O)CC(N3CCC(c4nc5ccccc5[nH]4)CC3)C2=O)cc1 (stereo not given)	?	-2%	4%
Cc1oc2c(C)c3oc(=O)c(CCC(=O)NCCCN4CCCC4=O)c(C)c3cc2c1C	?	-4%	.
O=C(NC(Cc1ccccc1)C(=O)O)/C(=C/c1cccc([N+](=O)[O-])c1)NC(=O)c1cccc(Br)c1 (stereo not given)	-3%	-11%	.
CC(C)CNS(=O)(=O)c1ccc(S(=O)(=O)N2CCC(N3CCCCC3)CC2)cc1	-20%	0%	.
Cc1nc2nc[nH]n2c(=O)c1CC(=O)O	-11%	.	-3%
CC(=O)c1c(C)[nH]c(C(=O)Nc2cccc(S(=O)(=O)N3CCOCC3)c2)c1C	?	-13%	0%
CC(C)(C)c1cc(C(=O)NN)n(Cc2ccc(F)cc2)n1	-18%	3%	3%
O=C(O)/C=C/C(=O)N(Cc1ccc2c(c1)OCO2)C1CC(=O)N(CCc2ccccc2)C1=O (stereo not given)	4%	-13%	0%
CCN(C[C@H]1N[C@@](C)(C(=O)OC)[C@H]2C(=O)N(C)C(=O)[C@@H]12)C(=O)Nc1ccc(C)cc1	3%	.	0%
COC(=O)C(Cc1c[nH]c2ccccc12)NC(=O)COc1cccc(C)c1 (stereo not given)	?	.	-2%[12.3 µM]
Cc1ccc(CSCC2Nc3ccc(C(=O)N4CCN(c5cccc(C)c5)C(C)C4)cc3NC2=O)cc1 (stereo not given)	.	-14%	7%
CCn1c(COc2ccccc2)nnc1SCC(=O)c1cccc([N+](=O)[O-])c1	?	0%	6%
CCOC(=O)c1csc(NC(=O)c2ccccc2)n1	-22%	1%	5%
O=C1/C(=C/c2ccc(F)cc2)SC(=S)N1Nc1ncc(C(F)(F)F)cc1Cl	-7%	-3%	4%
CCCc1cc(=O)oc2cc(C)c3c(-c4cccc(OC)c4)coc3c12	-15%	.	9%
CCSc1ccccc1C(=O)Nc1cccnc1	-15%	-3%	0%
CCCCn1c(=O)n(C)c(=O)c2c3c(sc21)COC(C)(C)C3	?	-1%	-2%
CSCCC(NC(N)=O)C(=O)Nc1ccc2ccccc2c1 (stereo not given)	-10%	7%	8%
Cc1ccccc1NC(=O)CSc1nc2ccc(NC(=O)c3ccco3)cc2s1	21µM*	.	-1%
Nc1nonc1C(=O)N/N=C/c1ccncc1	-11%	-6%	-3%
CCN1CCN(c2c(S(=O)(=O)c3ccccc3)cnc3ccc(Cl)cc23)CC1	?	.	0%
CCOC(=O)c1cn2nc(Oc3ccccc3)ccc2n1	?	0%	4%
Nc1cc(=O)[nH]c(SCC(=O)Nc2cc(S(=O)(=O)N3CCCCCC3)ccc2Cl)n1	?	.	-1%
CN1c2ccccc2C(=O)/C(=C\Nc2ccc(F)cc2)S1(=O)=O	-8%	-1%	7%
O=C(NCc1ccc2c(c1)CCO2)Nc1cccc(C(F)(F)F)c1	?	10%	5%
C=CC[n+]1c(-c2ccc(Cl)cc2Cl)csc1Nc1c(C)n(C)n(-c2ccccc2)c1=O	3.7µM*	15%	3%
Cc1ccc(NC2=C(Cl)C(=O)OC2OC(=O)c2ccco2)cc1C (stereo not given)	?	-10%	3%
COc1ccccc1NS(=O)(=O)c1cccc(NC(=O)c2nn(C)c(=O)c3ccccc23)c1	23µM*	.	2%
O=C(O)CSc1c2c(nc3cc(C(=O)Nc4ccc(F)c(Cl)c4)ccc13)CCCC2	-9%	?	56µM*
Cc1nn(Cc2ccc(Cl)c(Cl)c2)c(C)c1NC(=O)c1noc2c1CCc1ccccc1-2	5.8µM*	.	1%
c1ccc(C(c2nnnn2Cc2ccco2)N2CCN(C3CCCC3)CC2)cc1 (stereo not given)	?	0%	2%
O=C1c2ccccc2C(=O)N1CCc1csc(-c2ccc(F)cc2)n1	-2%	13%	0%
Cn1nccc1C(=O)Nc1ccn(C23CC4CC(CC(C4)C2)C3)n1	15µM*	21%	3%
CCCCn1c(SCC(=O)NC2CC(C)(C)NC(C)(C)C2)nc2cc(S(N)(=O)=O)ccc21	18%	-16%	.
O=C(NCC(F)(F)F)Nc1cccnc1	-7%	-1%	0%
Cc1ccc(NC(=O)c2ccc3snnc3c2)cc1Cl	-16%	.	5%
Cc1ccc2oc3c(c(=O)c2c1)C1(C(=O)N(C)c2ccccc21)N(CCCO)C3=O (stereo not given)	-1%	.	1%
Clc1ccc(-n2ncc3c(NC4CCCC4)ncnc32)cc1	16µM*	.	3%
Cc1ccc(/C=C2\CCn3c2nc2cc(C(=O)O)ccc2c3=O)c(C)c1	-18%	-4%	13%
CCOc1ccc(NC(=O)CN(C)C(=O)c2ccccc2-n2cnnn2)cc1OCC	?	-11%	2%
CCOc1ccc(NC(=O)c2ccc(NC(=O)CCS(=O)(=O)c3cccs3)cc2)cc1	-2%	.	-1%
O=C(C[C@H]1C/C=C\CC[C@@H](Cc2ccc(F)cc2)C(=O)OC[C@H]2CCCN2C1=O)NCCO	-9%	.	0%
COc1ccc(N(CC(=O)NCc2ccco2)S(C)(=O)=O)cc1OC	-30%	8%	1%
COc1ccc(O)c(-c2cc(C(F)(F)C(F)F)nc(-c3ccccc3)n2)c1	-15%	5%	3%
Cc1cc(OCC(=O)Nc2cc(S(=O)(=O)N3CCOCC3)ccc2N2CCCC2)ccc1C(C)C	8.2µM*	-2%	-6%
CSc1cccc(NC(=S)Nc2ccc(F)cc2)c1	?	6%	6%
CCC(C)(C)c1ccc(Oc2ccc(N)cc2)cc1	?	8%	6%
Cc1csc(C(=O)O)c1-n1cccc1	-6%	1%	13µM*
COc1ccc(-c2cc(C(=O)Nc3c(C)nn(Cc4ccccc4Cl)c3C)no2)cc1OC	?	5%	3%
Cn1c(N)c(C(=O)COC(=O)c2ccc([N+](=O)[O-])o2)c(=O)n(C)c1=O	?	-3%	-9%
CCOC(=O)C1=C(O)C(=O)NC(c2ccccc2)=C(OC2CCCCC2)C1	23µM*	7%	4%
CCn1ccc2cc(S(=O)(=O)N3CCC(C(=O)NCCc4ccccc4Cl)CC3)ccc21	?	.	5%
NC(=O)C1CCCN(C(=S)Nc2cccc3ccccc23)C1 (stereo not given)	-23%	-6%	5%
COc1cc(CCCN2C(=S)NC[C@@H]2c2ccccc2)cc(OC)c1OC	16µM*	-5%	4%
Cc1ccc(-c2nn(-c3ccccc3)cc2C(=O)N2CCOCC2)cc1C	-28%	-6%	-5%
Cc1onc(-c2ccccc2Cl)c1C(=O)Nc1ccccc1C(N)=O	?	-5%	0%
COc1ccc(-c2c[n+]3c(n2-c2c(C)n(C)n(-c4ccccc4)c2=O)CCCCC3)cc1	?	-8%	-8%
CCOC(=O)N/N=C/c1ccc(N(CC)CC)cc1O	5.8µM*	-14%	8%
COc1cccc(C(=O)OCC(=O)NCC2CCCO2)c1 (stereo not given)	-11%	.	0%

Just TDP1 cell noCPT, for three of the compounds above:
| smiles | TDP1 cell noCPT |
| --- | --- |
| c1ccc(C(c2nnnn2Cc2ccco2)N2CCN(C3CCCC3)CC2)cc1 (stereo not given) | ? |
| O=C1c2ccccc2C(=O)N1CCc1csc(-c2ccc(F)cc2)n1 | -2% |
| NC(=O)C1CCCN(C(=S)Nc2cccc3ccccc23)C1 (stereo not given) | -23% |

Later entries
Structure	TDP1 cell noCPT	N370S GC	TDP1 inh
COc1ccc2cc(CN(CC3CCCO3)S(=O)(=O)c3ccccc3Cl)c(=O)[nH]c2c1 (stereo not given)	-23%	27%	6%
N#C/C(=C\c1ccc(-c2ccc(Br)cc2)o1)C(=O)Nc1ccccc1O	-12%	.	-6%[12.3 µM]
CCN1CCN(S(=O)(=O)c2c[nH]c(C(=O)OC)c2)CC1	2%	0%	.
CCN(CC1CCCN(CCc2cccc(OC)c2)C1)C(=O)c1ccoc1 (stereo not given)	-2%	-5%	3%[56.1 µM]
Cc1ccc(S(=O)(=O)N2CCN(C(=O)c3ccccn3)CC2)c(C)c1	-4%	-4%	-6%
COc1ccccc1-c1noc2ncnc(Nc3ccccc3C)c12	15µM*	11%	.
Cc1cccc(Cn2c(SCCO)nc3c2c(=O)n(C)c(=O)n3C)c1	15µM*	1%	6%
COc1ccccc1NC(=O)c1ccc(Cl)c(S(=O)(=O)N2CCCCC2)c1	?	1%	5%
COc1ccc(NC(=O)C2=CC(c3ccc(OC)cc3)=NS(=O)(=O)N2C)cc1	21µM*	-12%	.
O=C(COC(=O)/C=C/c1ccccc1[N+](=O)[O-])NNC(=O)c1ccc(F)cc1	-1%	-7%	4%[0.505 µM]
C/C(=N\OCc1nc2ccccc2c(=O)n1/N=C/c1cc(C)cc([N+](=O)[O-])c1O)c1ccccc1	-7%	0%	?

Screening data from PubChem BioAssay.
